GPR151 ag = activates the human receptor GPR151; Q8TDV0; PathHunter beta-arrestin GPR151 cells, luminescence; activation, % at 11.2 µM; actives 1% (n = 650,000); AID 1508602; in the data active = activation above about 4.9%;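 also: 0% = median of compound wells and 100% = cells with positive control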
TEAD-YAP block = TEAD-YAP interaction inhibition; actives 1.4% (n = 640,000); AID 1259422; inhibition, % at 9.12 µM; HEK-TIYL cells, TEAD-Gal4/YAP UAS-luciferase luminescence; in the data active = inhibition above about 32%;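 also: 0% = median of test compound wells and 100% = reference inhibitor wells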
MITF inh = inhibitors of human MITF; inhibition, % at 2.6 µM; AlphaScreen MITF homodimerization, bead proximity signal; O75030; actives 0.91% (n = 650,000); in the data active = inhibition above about 50%;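 also: 0% = vehicle wells with protein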
FBW7 act = activators of human E3 ligase FBW7; AlphaScreen FBW7–phospho-cyclin E peptide binding, activator screen; Q969H0; actives 0.13% (n = 650,000); normalized activity (activation), % at 26.1 µM; in the data active = normalized activity above about 1.9%;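 also: purified mutant Fbw7 with reduced substrate affinity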
Target sequence (Q969H0 whole entry, looked up): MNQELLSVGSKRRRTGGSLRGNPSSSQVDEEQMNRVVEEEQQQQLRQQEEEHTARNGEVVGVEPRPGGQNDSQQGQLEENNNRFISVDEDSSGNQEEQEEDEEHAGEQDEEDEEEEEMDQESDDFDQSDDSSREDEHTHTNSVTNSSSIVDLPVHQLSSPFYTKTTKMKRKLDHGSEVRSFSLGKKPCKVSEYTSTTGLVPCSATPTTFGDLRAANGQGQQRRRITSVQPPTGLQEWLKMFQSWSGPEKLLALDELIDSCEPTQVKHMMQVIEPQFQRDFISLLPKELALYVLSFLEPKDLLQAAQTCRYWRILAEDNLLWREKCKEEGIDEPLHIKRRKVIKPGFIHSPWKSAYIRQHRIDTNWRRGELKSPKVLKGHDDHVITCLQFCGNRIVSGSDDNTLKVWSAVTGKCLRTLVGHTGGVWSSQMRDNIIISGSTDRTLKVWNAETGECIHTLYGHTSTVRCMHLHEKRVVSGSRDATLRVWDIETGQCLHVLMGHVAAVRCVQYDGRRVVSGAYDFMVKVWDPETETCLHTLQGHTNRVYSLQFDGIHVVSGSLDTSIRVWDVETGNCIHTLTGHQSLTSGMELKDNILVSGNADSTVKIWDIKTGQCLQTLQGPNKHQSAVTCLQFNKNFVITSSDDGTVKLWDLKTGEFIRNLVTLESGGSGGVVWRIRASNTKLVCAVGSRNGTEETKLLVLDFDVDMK
Numbers without * were called inactive.

SMILES	GPR151 ag	TEAD-YAP block	MITF inh	FBW7 act
Cc1cccc(NC(=S)N(Cc2ccccc2C)CC2CCC(C(=O)O)CC2)c1 (stereo not given)	0.5	-3.5	-35.2	0.6
O=C(Cc1cc(=O)[nH]c(SCc2ccccc2)n1)N1CCc2ccccc2C1	-1.0	2.7	1.4	-0.1
O=C(Nc1nnc(-c2ccc(F)cc2)s1)c1ccc(Cl)cc1	-0.3	1.9	-2.1	-0.1
CCOc1cc(C2C(C(=O)OCCSCC)=C(C)NC3=C2C(=O)CC(c2ccc(OC)cc2)C3)cc(Cl)c1O (stereo not given)	-0.2	-3.0	-7.2	0.0
O=C(Cc1cn(-c2ccc(N3CCN(Cc4ccc5c(c4)OCO5)CC3)nn2)c2ccccc12)Nc1ccc(N2CCOCC2)cc1	-0.6	-3.8	2.1	-0.3
COc1ccccc1C(c1nnnn1C1CCCCC1)N1CCN(C)CC1 (stereo not given)	0.7	11.5	2.6	0.2
Cc1nc(N2CCC(C)CC2)c2c(C)c(C(=O)N3c4ccc(F)cc4CCC3C)sc2n1 (stereo not given)	3.0	8.5	-10.3	-0.1
O=S(=O)(/N=C(\Nc1ccc(O)cc1)c1ccccc1)c1ccccc1	-0.4	13.0	-7.0	0.0
CCOC(=O)CN1C(=O)C(C)(C)Oc2ccc(C(=O)Nc3ccc(C)cc3)cc21	-0.5	-3.7	-2.9	-0.1
COc1cc2c(cc1OC)C(COc1cccc(C(F)(F)F)c1)N(C(=O)c1ccccc1OC)CC2 (stereo not given)	0.0	-9.6	6.4	-0.1
CCn1c(CNC(=O)c2ccc(OC)cc2)nnc1SCc1ccc(Br)cc1	-0.1	14.8	2.1	0.0
O=C(Nc1ccc(Cl)cc1)c1ccccc1NS(=O)(=O)c1cccc2cccnc12	1.1	-1.3	7.8	-0.1
Cc1ccc(C(=O)Nc2c3c(nn2-c2ccc(Oc4ccccc4)cc2)CSC3)cc1	0.1	-1.8	-0.8	-0.1
Cc1cccc(NC(=S)Nc2c(C)n(C)n(-c3ccccc3)c2=O)c1C	0.1	2.9	12.0	0.9
Cc1ccc(C(=O)CSc2ccc(-c3ccncc3)nn2)cc1	0.7	-1.4	-2.1	0.1
CCN(CC)CCCNC(=O)COc1ccc2c(c1)C(=O)CC(C)(C)O2	-0.9	-3.4	-20.6	-0.1
CC(=O)Nc1ccc(Nc2nc(-c3sc(NC(=O)c4ccccc4)nc3C)cs2)cc1	-6.5	-1.9	-15.4	0.0
CC(=O)Nc1ccc(C(=O)N/C(=C/c2ccccc2)C(=O)Nc2cccc(C(=O)O)c2)cc1	-0.2	9.9	-2.7	0.7
CS(=O)c1cnc(-c2cccnc2)nc1-c1ccc(C(F)(F)F)cc1 (stereo not given)	-1.1	-3.0	-1.0	-0.1
O=C1CCCC2=C1C(c1cc([N+](=O)[O-])ccc1O)C1C(=O)c3ccccc3C1=N2 (stereo not given)	0.5	17.5	12.5	-0.8
CCOc1cc(C=O)cc(Br)c1OC(=O)CC	-1.5	-0.9	-0.7	0.4
COc1ccc(CCNC(=O)CCc2nc3cccnc3n2-c2ccccc2)c(OC)c1	5.1*	3.9	-0.9	0.0
CCCCn1c(CN2CCN(C)CC2)nc2c1c(=O)n(C)c(=O)n2C	0.1	-0.1	5.8	0.1
Cc1cc(C)n2nc(SCC(=O)c3cc(F)ccc3F)nc2n1	0.2	4.8	8.6	0.1
CC(C)(C)CN1CCc2nnc(CNC(=O)Cc3ccccc3)n2CC1	-0.2	-3.6	-6.2	-0.1
N#CCn1cc(/C=C(/C#N)C(=O)Nc2cccc(Br)c2)c2ccccc21	-1.7	-4.5	7.3	0.7
O=C(NCc1ccco1)c1ccc2ccccc2n1	0.2	6.2	18.8	0.5
Cc1nc(NCC2CC2)sc1-c1ccn(-c2ccccc2)n1	-1.2	18.5	10.7	0.8
Cc1cc(=O)oc2cc(OCCOc3ccccc3)ccc12	4.4	-9.6	10.4	0.2
O=C(NC1CCCCCC1)C1CC(O)CN1C(=O)Oc1ccccc1 (stereo not given)	-1.2	-8.8	-1.2	0.0
O=C(Nc1ccc(N2CCOCC2)cc1)c1cnc(NCc2ccc3c(c2)OCO3)s1	-1.4	-6.9	-0.5	0.0
CNc1c(NC(=O)c2ccccc2F)c(=O)oc2ccccc12	-0.3	-1.8	6.6	-0.1
CCOC(=O)Nc1ccc(OC)cc1	-3.5	-35.4	1.7	0.1
COc1ccc(CNC(=O)C/C(C)=N/NC(=O)c2cccc(F)c2)cc1	-2.1	-51.6	18.8	0.6
COc1ccc(OC)c(/C=C2\N=C(c3ccc(F)cc3)OC2=O)c1	0.4	-9.8	4.3	0.0
CCOc1ccc(-n2nc(C(=O)O)c3ccccc3c2=O)cc1	-1.4	8.8	-0.1	0.0
N#Cc1ccc(OCC(=O)N2CCCC2)cc1	2.9	-2.9	-2.0	-0.1
Cc1c(C(=O)N2c3ccc(F)cc3CCC2C)sc2ncn(CC(=O)N3CCCCC3)c(=O)c12 (stereo not given)	-0.7	13.0	5.9	0.2
COCCNC(=O)c1cc2nc(-c3ccco3)cc(C(F)(F)F)n2n1	0.1	-1.0	-8.9	-0.2
COC(=O)c1c(NC(=O)c2cncc(Br)c2)sc2c1C(C(=O)OC)CC2 (stereo not given)	-0.1	3.7	12.9	-0.1
CCC1CN(CC(=O)N2CCC(N(CC)CC)C2)Cc2cc(OC)ccc2O1 (stereo not given)	-1.3	10.0	-2.5	0.2
Cc1ccc(-c2nc(Nc3ccc(C(F)(F)F)cc3)c3ccccc3n2)cc1	0.5	-5.6	-12.5	0.0
COc1ccccc1-c1cc(C(F)(F)F)nc(S(=O)(=O)CCCC(=O)Nc2cc(C)ccc2O)n1	-0.5	-9.6	2.3	0.1
C=CCNC12CC3CC(CC(C3)C1)C2	-0.5	-1.5	12.7	0.2
C=CCn1c(NCCCOC)nc2c1c(=O)[nH]c(=O)n2C	-1.2	12.9	11.1	0.0
Cc1ccc(/C(O)=C2\C(=O)C(=O)N(c3nc4ccccc4s3)C2c2cccc(F)c2)cc1 (stereo not given)	-0.4	-7.6	-7.9	0.0
Cc1ccc(-c2nc3ccccc3c(=O)n2NC(=O)c2ccccc2Cl)cc1	0.5	3.4	-1.7	0.1
COCCCNC(=O)Cn1c(=S)[nH]c2ccccc2c1=O	0.2	4.8	-5.2	-0.1
COc1cccc(Cc2cc(C(=O)N3CCN(C(=O)c4ccco4)CC3)on2)c1	0.2	-51.8	-15.8	0.1
O=C1CCCCC1Sc1nc2ccccc2s1 (stereo not given)	-0.1	-39.8	4.8	0.1
COc1ccc(C(N)c2nc3ccc(-c4cn[nH]c4)cc3c(=O)[nH]2)cc1 (stereo not given)	-0.5	6.9	12.1	-0.5
Fc1cccc(Nc2nc(-c3ccccc3F)nc3ccccc23)c1	2.1	26.0	12.5	0.0
Cc1ccc(/C=C2/SC(=Nc3ccc(O)cc3)NC2=O)o1	1.9	10.6	-14.4	0.3
O=S(=O)(NCc1cn2ccccc2n1)c1cc(Cl)ccc1Cl	-0.9	-0.1	10.3	0.0
CCCN(CCC)S(=O)(=O)c1ccc(C(=O)Nc2sc3c(c2C(=O)OCC)CC(C)(C)NC3(C)C)cc1	-0.2	-1.1	3.8	0.2
Cc1cc(NC(=O)CN2C(=O)NC(C)(c3cccc(Br)c3)C2=O)no1 (stereo not given)	0.8	0.6	1.3	0.0
Cc1sc(NC(=O)CSc2nnnn2-c2ccc(F)cc2)c(C#N)c1C	1.4	1.7	16.4	0.0
N#C/C(C(=O)NCc1ccccc1)=C(/O)COc1ncnc2scc(-c3ccccc3)c12	-1.3	8.9	11.4	-0.1
O=C(Cn1cnc2c(nnn2Cc2ccccc2F)c1=O)OCc1ccccc1	1.6	-9.7	0.9	-0.1
COc1ccc(OC)c(C2C3=C(CCCC3=O)Nc3ccc4ncccc4c32)c1 (stereo not given)	0.2	-4.1	-8.5	0.1

Remaining list, next part:
SMILES	GPR151 ag	TEAD-YAP block	MITF inh	FBW7 act
Cn1c(=O)c(/C=C/c2ccccc2F)nc2ccccc21	-1.0	-31.2	9.5	0.2
Nn1cnn(CC(=O)Nc2nccs2)c1=S	1.6	-4.4	3.1	0.1
CCc1nc(NCc2cccs2)c2nnn(Cc3ccccc3)c2n1	0.1	-4.4	2.1	0.0
COc1ccc(S(=O)(=O)CC2(O)CCN(C(=O)C(C)(C)C)CC2)cc1	1.2	5.1	0.8	0.0
COc1ccc(C(OC(=O)c2ccco2)C(=O)NC(C)(C)C)cc1 (stereo not given)	-0.5	9.8	8.0	-0.1
Cc1ccc(S(=O)(=O)N/N=C/c2cc([N+](=O)[O-])ccc2O)cc1[N+](=O)[O-]	1.1	0.4	7.9	-0.1
CC1CCC2C(=O)N(c3ccc(C(=O)OCC(=O)c4ccccc4)cc3)C(=O)C2C1 (stereo not given)	-0.3	-13.6	-24.0	0.1
COc1ccccc1CN1CCC2(CC1)c1ccccc1[C@@H](NC(=O)CSC)[C@@H]2OC	0.5	23.0	-4.9	-0.1
Cc1cc(C)nc(SCc2c(C(=O)NCC(C)C)nnn2-c2ccccc2)n1	-2.2	-1.4	5.9	0.6
N#Cc1c(C(F)(F)F)cc(-c2ccccc2)nc1SCc1ccc(Cl)cc1	0.5	10.1	2.1	0.1
C=CCNc1nc(N)c(C(=O)c2ccc(Cl)s2)s1	0.0	-33.2	0.9	-0.1
CN1CCCCCC1=NC(=O)c1ccccc1	-0.9	8.8	-10.3	0.2
O=C(NCCN1CCOCC1)c1cc(-c2ccccc2F)no1	-0.1	-24.6	0.3	0.1
O=C(CN1Cc2ccccc2OC(c2ccccc2)C1)N1CCN(c2ncccn2)CC1 (stereo not given)	0.3	2.1	-1.9	-0.1
COCCC(=O)NC(C)c1nnc2n1CCN(Cc1cnc(-c3ccccc3)s1)CC2 (stereo not given)	2.8	-4.4	4.7	0.1
COC(=O)CNC1CCCN(c2nc(C)c3ccc(C)cc3n2)CC1 (stereo not given)	0.0	-1.5	1.6	0.0
O=C(NC(=S)Nc1ccc(N2CCOCC2)cc1)c1ccccc1	0.5	-13.3	14.2	0.3
Cc1cccc(C)c1OCCOCCNC(C)C	-0.2	8.8	44.4	-0.1
COc1cc(Br)cc2cc(C(=O)NCc3ccc(C)cc3)c(=O)oc12	-0.6	11.7	16.8	0.7
CCOC(CNC(=O)c1cnn2c(C)c(Cc3ccccc3Br)c(C)nc12)OCC	0.6	6.8	9.1	0.3
O=C(Nc1cccc(-c2nc3ccccc3o2)c1)c1cccc(OCc2ccccc2)c1	-0.9	-1.5	3.5	0.0
Cn1ccsc1=NC(=O)c1ccc2c(c1)S(=O)(=O)N=C1CCCCCN12	0.3	-61.1	4.1	-0.1
O=C(c1ccccc1)C(CO)c1nc2ccccc2[nH]c1=O (stereo not given)	-2.4	-48.3	-7.5	0.0
COCCCN(Cc1ccco1)C(=O)c1nn(C)c2c1COc1ccccc1-2	-0.1	-25.4	-25.9	-0.1
COc1cc(/C=C2\SC(=NCc3ccccc3)N(Cc3ccccc3)C2=O)cc(OC)c1OC	-0.1	0.2	16.3	1.6
CC1CCCCN1S(=O)(=O)c1cnc[nH]1 (stereo not given)	-1.2	-7.3	-3.9	0.0
Brc1ccc(C2=CC(c3ccco3)n3ncnc3N2)cc1 (stereo not given)	1.1	18.4	10.9	-0.1
O=C(N/N=C\c1ccc(Cl)cc1)c1cnccn1	-1.6	-44.9	5.0	0.2
Cc1cnc(C(=O)NC(C)c2nc(-c3ccc(Cl)cc3)n[nH]2)cn1 (stereo not given)	0.7	-3.1	-7.9	-0.1
Cc1cc(OCc2cn3cccnc3n2)ccc1Cl	0.7	-46.5	-8.1	-0.2
CC(C)(C)c1ccc(/C=c2\sc3nnc(-c4ccccc4)n3c2=O)cc1	0.2	17.5	3.6	0.4
O=C(O)COc1ccc2oc3c(c2c1)CCCC3	0.4	-2.3	-8.2	0.0
CC1CC(C)CN(S(=O)(=O)c2ccc(C(=O)Nc3cc(C(F)(F)F)ccc3Cl)cc2)C1 (stereo not given)	1.8	-8.8	-10.4	0.0

Grouped by structure, the entries above with a Cl atom.
SMILES	GPR151 ag	TEAD-YAP block	MITF inh	FBW7 act
O=C(Nc1nnc(-c2ccc(F)cc2)s1)c1ccc(Cl)cc1	-0.3	1.9	-2.1	-0.1
CCOc1cc(C2C(C(=O)OCCSCC)=C(C)NC3=C2C(=O)CC(c2ccc(OC)cc2)C3)cc(Cl)c1O (stereo not given)	-0.2	-3.0	-7.2	0.0
O=C(Nc1ccc(Cl)cc1)c1ccccc1NS(=O)(=O)c1cccc2cccnc12	1.1	-1.3	7.8	-0.1
Cc1ccc(-c2nc3ccccc3c(=O)n2NC(=O)c2ccccc2Cl)cc1	0.5	3.4	-1.7	0.1
O=S(=O)(NCc1cn2ccccc2n1)c1cc(Cl)ccc1Cl	-0.9	-0.1	10.3	0.0
N#Cc1c(C(F)(F)F)cc(-c2ccccc2)nc1SCc1ccc(Cl)cc1	0.5	10.1	2.1	0.1
C=CCNc1nc(N)c(C(=O)c2ccc(Cl)s2)s1	0.0	-33.2	0.9	-0.1
O=C(N/N=C\c1ccc(Cl)cc1)c1cnccn1	-1.6	-44.9	5.0	0.2
Cc1cnc(C(=O)NC(C)c2nc(-c3ccc(Cl)cc3)n[nH]2)cn1 (stereo not given)	0.7	-3.1	-7.9	-0.1
Cc1cc(OCc2cn3cccnc3n2)ccc1Cl	0.7	-46.5	-8.1	-0.2
CC1CC(C)CN(S(=O)(=O)c2ccc(C(=O)Nc3cc(C(F)(F)F)ccc3Cl)cc2)C1 (stereo not given)	1.8	-8.8	-10.4	0.0

High-throughput results as filed in PubChem BioAssay.
